Source: PubChem (several laboratories)
ABCB6 inh 2: ABCB6 transporter inhibitors, primary screen, K562-ABCB6 cells, flow cytometry, MLPCN library; ATP-binding cassette sub-family B member 6 (Homo sapiens), Q9NP58; K562-ABCB6 porphyrin accumulation, 1 h; active compounds read low; fluorescence ratio to DMSO, % at 10 µM; 360,000 compounds, 0.19% hits;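 active means fluorescence ratio to DMSO below 75%, the collection mean minus 3 SD; inconclusive means too few cells collected in the well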;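 further: signal is porphyrin accumulated inside mitochondria; 100% equals median channel fluorescence of DMSO control wells; lower ratio means ABCB6 inhibition with less porphyrin fluorescence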
HTR2A ag: mouse Htr2a agonists via beta-arrestin recruitment, primary screen, cell-based, luminescence. 5-hydroxytryptamine receptor 2A (Mus musculus), P35363. CHO-K1 mHTR2A beta-arrestin complementation; percent of 30 µM serotonin response. activation, % at 7.6 µM. 360,000 compounds, 0.66% hits;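 active means activation above a run cutoff, the mean activation of all tested compounds plus 3 SD, cut at about 14% in these data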;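 further: 0% = plate median of compound wells and 100% = 30 µM serotonin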
Target sequence (P35363 whole entry, looked up): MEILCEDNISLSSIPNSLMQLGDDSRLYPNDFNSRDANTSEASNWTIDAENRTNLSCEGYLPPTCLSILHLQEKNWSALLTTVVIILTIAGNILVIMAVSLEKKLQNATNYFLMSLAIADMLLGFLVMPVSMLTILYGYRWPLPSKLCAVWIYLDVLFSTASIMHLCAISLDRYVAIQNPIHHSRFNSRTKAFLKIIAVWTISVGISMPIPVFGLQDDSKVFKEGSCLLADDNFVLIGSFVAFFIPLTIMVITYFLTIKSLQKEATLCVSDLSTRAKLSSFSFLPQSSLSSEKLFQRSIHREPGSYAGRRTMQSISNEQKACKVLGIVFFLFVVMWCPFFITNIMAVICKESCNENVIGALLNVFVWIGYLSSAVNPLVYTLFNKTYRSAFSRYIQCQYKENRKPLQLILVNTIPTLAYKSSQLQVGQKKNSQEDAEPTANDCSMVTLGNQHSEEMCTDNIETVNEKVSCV
Granule exo inh: LAMP-1 surface exposure blockers, TALL-104 cells – cell-based, flow cytometry, MLPCN library, primary screen; TALL-104 LAMP-1 surface exposure; cells stimulated with thapsigargin and PMA; inhibition, % at 10 µM; 360,000 compounds, 0.66% hits; AID 651702, 2012;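 active means inhibition above about 55%, limit read from the data; inconclusive means no clear call, values can overlap the other calls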
Glyco luc inh: increase of ERlucT glycosylation luciferase signal, primary screen, N-linked glycosylation inhibitor project, D54 ERlucT cells, luminescence, set 2. D54 ERlucT glycosylation luciferase reporter, 24 h; percent of 100 nM tunicamycin response. reporter increase, % at 12.5 µM. 360,000 compounds, 0.23% hits. AID 588692, 2011;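 active means mean luciferase reporter signal, scaled so untreated is 0 and the glycosylation-blocking control 100, at or above a set limit in every replicate; inconclusive means mean reaches the limit but not every replicate does; inactive means mean below the limit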;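 further: luciferase carries N-glycosylation sites so blocking glycosylation raises the light; 0% = median of neutral control wells and 100% = median of 100 nM tunicamycin wells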
iPSC survival up: enhancers of single-cell hiPSC survival, primary screen, ATPlite luminescence; 100% = ROCK inhibitor wells, 0% = DMSO; survival enhancement, % at 20 µM; 360,000 compounds, 0.044% hits; AID 602274, 2012; in the data active means survival enhancement above about 18%;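 further: cells exposed to compounds for 16 hours before the ATP read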
H9c2 protect: cardioprotection against H2O2-induced cell death, primary screen, uHTS, H9c2 cells, ATPLite luminescence; H9c2 cardiomyocytes, H2O2 injury protection, 2 h; protection from H2O2 cell death, % at 20 µM; 360,000 compounds, 0.63% hits; AID 588492, 2011;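 active means compounds giving at least 50% protection of heart cells from peroxide-induced death in the single-dose screen, raw or plate-pattern-corrected value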;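 further: 0% = DMSO wells with peroxide and 100% = DMSO wells without peroxide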
aDG glyco up: activators of alpha-DG glycosylation, primary screen, uHTS, Pro5-aDG cells, AlphaScreen; alpha-DG glycosylation AlphaScreen (IIH6); 0% Pro5, 100% B10-LARGE cell signal; activation, % at 10 µM; 360,000 compounds, 0.22% hits;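 active means activation of at least 8% versus controls, or a plate z-score of at least 8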;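 further: Pro5 are CHO cells carrying HIG-tagged alpha-DG that lacks glycosylation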
CaV13 FRET inh: Primary screen for inhibitors of IQ motif and Ca2+-dependent inactivation inhibitor domain binding in CACNA1D, Förster resonance energy transfer in living cells, … | inhibition, % at 12.3 µM | HEK cells, CFP/YFP FRET ICDI-IQ, plate reader, 10 min; percent FRET-ratio fall versus neutral wells | 340,000 compounds, 0.098% hits;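 active means mean replicate inhibition of at least 30% and at least 1% of replicates passing that level; inconclusive means only one of the two criteria is met; inactive means neither criterion is met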;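 further: 0% = median of the neutral control wells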
Vif inh: HIV Vif self-association inhibitors, primary screen, imaging, HEK293T, single point. 340,000 compounds, 0.35% hits. HEK293T cells, Vif self-association by quenched fluorescence, 24 h. inhibition, % at 7.49 µM; in the data active means inhibition above about 50%, passing the limit was not always enough; inconclusive means no clear call, values can overlap the other calls; inactive means below about 31%; further: some results filed as inactive read as strong as hits
PDI turbidity: inhibitors of human PDI, primary screen, biochemical, turbidity, single point, plate reader; PDI insulin aggregation turbidity, A650, 90 min; inhibition, % at 10 µM; 350,000 compounds, 0.052% hits; AID 588391, 2011;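 active means mean inhibition across replicates of 30% or more, whatever share of single replicates reach that level; inconclusive means mean inhibition below 30% while every single replicate reaches 30%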;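 further: absorbance from insulin aggregation driven by PDI reduction with DTT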
Target sequence (P07237 whole entry, looked up): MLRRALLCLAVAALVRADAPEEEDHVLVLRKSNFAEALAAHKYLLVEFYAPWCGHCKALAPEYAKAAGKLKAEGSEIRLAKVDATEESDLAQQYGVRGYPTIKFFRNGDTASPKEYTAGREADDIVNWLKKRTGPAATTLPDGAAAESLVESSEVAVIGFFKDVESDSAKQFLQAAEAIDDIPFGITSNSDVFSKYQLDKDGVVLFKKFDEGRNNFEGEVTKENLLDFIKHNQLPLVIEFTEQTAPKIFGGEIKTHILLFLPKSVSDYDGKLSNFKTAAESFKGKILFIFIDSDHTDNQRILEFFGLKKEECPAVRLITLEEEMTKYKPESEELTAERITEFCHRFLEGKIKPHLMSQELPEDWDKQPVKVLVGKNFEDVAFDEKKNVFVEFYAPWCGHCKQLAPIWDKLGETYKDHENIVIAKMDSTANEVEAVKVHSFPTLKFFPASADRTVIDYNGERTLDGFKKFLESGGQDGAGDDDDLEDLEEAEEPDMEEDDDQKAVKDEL
An asterisk follows results filed as active; u = inconclusive; x = no result given; & = joins results of further samples.

SMILES | ABCB6 inh 2 | HTR2A ag | Granule exo inh | Glyco luc inh | iPSC survival up | H9c2 protect | aDG glyco up | CaV13 FRET inh | Vif inh | PDI turbidity
CC(=O)c1ccc(N/C=C\C(=O)c2ccc(C)cc2)cc1 | 93 | 2 | -1 | -8 | -0.2 | -5 | 1.7 | -4 | -6 | 1
CCc1cccc(NC(=O)CC2SC(N3CCCC3)=NC2=O)c1 (centres undefined) | 103 | -7 | -4 | 3 | -0.6 | 2 | 0.0 | -12 | -7 | -7
COc1ccccc1CCNS(=O)(=O)c1ccc(C(=O)O)n1C | 97 | 6 | 0 | 1 | -0.1 | 3 | 0.1 | -6 | 22 | 18
CC1=C(C(=O)Nc2ccccn2)C(c2ccc(Cl)cc2)NC(=S)N1 (centres undefined) | 101 | -1 | -1 | 7 | 0.2 | 6 | 0.0 | -2 | -17 | 1
Cc1ccc(C(=O)CNc2ccc(Br)cc2)cc1 | 92 | -5 | -3 | 2 | 1.4 | 2 | 0.3 | -4 | -9 | 11
Clc1ncccc1-c1nnn(-c2ccccc2Br)n1 | 97 | -4 | -4 | -2 | -3.7 | 0 | 0.2 | -10 | -1 | -3
O=c1c(Cl)c(NS(=O)(=O)c2ccccc2)cnn1-c1ccccc1 | 99 | 0 | -5 | 1 | 0.5 | -2 | 0.3 | -4 | -1 | 13
CC(NC(=O)COc1ccc(/C=N/NC(=O)CO)cc1)c1ccccc1 (centres undefined) | 91 | 8 | 1 | -1 | 0.3 | 5 | -0.1 | -6 | 0 | -4
CCCCNC(=O)C1(C)CCN1Cc1cc(C)ccc1C (centres undefined) | 105 | -4 | -2 | 1 | 6.8 | 3 | -0.4 | -5 | -2 | 4
CCOc1ccccc1-c1cc(C(=O)N2CCOCC2)c2ccccc2n1 | 99 | -5 | 0 | 2 | 0.1 | 8 | -0.2 | -6 | 10 | 9
O=C(CNC(=O)OCc1ccccc1)NC1CCCCNC1=O (centres undefined) | 81 | -6 | -2 | -2 | -0.2 | -1 | 0.1 | -19 | -9 | -3
N#Cc1ccccc1NC(=O)COC(=O)c1ccc(S(=O)(=O)N2CCCC2)cc1 | 97 | -1 | -5 | 2 | 0.8 | 9 | 0.1 | x | 4 | 24
Cc1cccc(/C=N/NC(=O)c2cccc(Cl)c2)n1 | 92 | -2 | -8 | 9 | -0.5 | 41 | 0.0 | -5 | -7 | -48
O=C(NC1CCCC1)c1cccc(Cl)c1 | 87 | -2 | -1 | 1 | 1.7 | 1 | 0.1 | -4 | -3 | 1
COc1cc(C(=O)N/C(=C\c2cn(C)c3ccccc23)C(=O)NCCCO)cc(OC)c1OC | 91 | 1 | 3 | 3 | 1.4 | 12 | -0.1 | 3 | -5&-3 | 6
CCOC(=O)Cc1csc(NC(=O)Cc2ccc([N+](=O)[O-])cc2)n1 | 99 | 1 | -1 | 1 | -1.7 | 5 | 0.1 | -20 | 12 | 3
CCc1nc2ccc(C(=O)NCCCn3ccnc3)cn2c1N(C)Cc1ccc(Cl)cc1 | 97 | 1 | 16 | 1 | -2.4 | 0 | 0.3 | -5 | -4 | 1
COc1ccc(CCn2c(C)cc(C(=O)CCl)c2C)cc1OC | 105 | -2 | 1 | -4 | -1.6 | 5 | 0.9 | 1 | 3 | 6
O=C(CCSc1ccccc1)Nc1nc2c(s1)COc1ccccc1-2 | 100 | -3 | -1 | 0 | 0.0 | -27 | 0.0 | -5 | 12 | 11
O=C(CNC(=O)c1ccc(C(F)(F)F)cc1)NC1CC1 | 92 | 7 | -26 | 2 | -1.5 | -2 | 0.0 | -5 | 19 | -12
N#C/C(=C\c1ccc(Sc2ccccc2)o1)c1nc2ccccc2[nH]1 | 100 | -2 | 2 | -6 | -1.6 | -22 | 2.9 | -15 | 5 | -45
CCN(C[C@H]1N[C@@](CC)(C(=O)OC)[C@H]2C(=O)N(Cc3ccccc3)C(=O)[C@@H]12)C(=O)c1ccccc1 | 102 | -3 | 3 | -1 | -1.7 | 12 | 0.1 | -5 | -1 | -3
COC(=O)C1=C(C)N(C)C(C)=C(C(=O)OC)C1c1ccc(C(=O)OC)cc1 | 97 | 0 | -7 | 11 | -2.0 | -4 | -0.1 | 0 | 35 | 7
O=C(COC(=O)CCc1nc2ccccc2c(=O)[nH]1)NCc1ccc(F)cc1 | 94 | -3 | -3 | -3 | 0.3 | 50* | -0.1 | 1 | 1 | 10
CN(C)/C=N/c1ncn(-c2ncc(C(F)(F)F)cc2Cl)n1 | 104 | -1 | 0 | -6 | -1.2 | 20 | 0.7 | -3 | 4 | 13

Next part, starting with the last 7 of the part before.
SMILES | ABCB6 inh 2 | HTR2A ag | Granule exo inh | Glyco luc inh | iPSC survival up | H9c2 protect | aDG glyco up | CaV13 FRET inh | Vif inh | PDI turbidity
O=C(CCSc1ccccc1)Nc1nc2c(s1)COc1ccccc1-2 | 100 | -3 | -1 | 0 | 0.0 | -27 | 0.0 | -5 | 12 | 11
O=C(CNC(=O)c1ccc(C(F)(F)F)cc1)NC1CC1 | 92 | 7 | -26 | 2 | -1.5 | -2 | 0.0 | -5 | 19 | -12
N#C/C(=C\c1ccc(Sc2ccccc2)o1)c1nc2ccccc2[nH]1 | 100 | -2 | 2 | -6 | -1.6 | -22 | 2.9 | -15 | 5 | -45
CCN(C[C@H]1N[C@@](CC)(C(=O)OC)[C@H]2C(=O)N(Cc3ccccc3)C(=O)[C@@H]12)C(=O)c1ccccc1 | 102 | -3 | 3 | -1 | -1.7 | 12 | 0.1 | -5 | -1 | -3
COC(=O)C1=C(C)N(C)C(C)=C(C(=O)OC)C1c1ccc(C(=O)OC)cc1 | 97 | 0 | -7 | 11 | -2.0 | -4 | -0.1 | 0 | 35 | 7
O=C(COC(=O)CCc1nc2ccccc2c(=O)[nH]1)NCc1ccc(F)cc1 | 94 | -3 | -3 | -3 | 0.3 | 50* | -0.1 | 1 | 1 | 10
CN(C)/C=N/c1ncn(-c2ncc(C(F)(F)F)cc2Cl)n1 | 104 | -1 | 0 | -6 | -1.2 | 20 | 0.7 | -3 | 4 | 13
COc1ccc(CCN(Cc2cc3cc(C)ccc3[nH]c2=O)C(C)=O)cc1OC | 93 | 1 | -2 | 0 | 1.3 | 3 | -0.2 | -6 | -2 | -4
Cc1ccc(N2C(=O)CC3(CC4C=CC3C4)C2=O)cc1 (centres undefined) | 102 | -1 | -3 | -3 | -1.0 | 5 | 0.1 | -5 | 2 | -1
COc1ccc(S(=O)(=O)N2C3CCC2CC(NC(=O)NC2CCCCC2)C3)cc1 (centres undefined) | 106 | 2 | -2 | -3 | 0.4 | 2 | 0.2 | -7 | -4 | -6
CCCc1cc(=O)n2nc(N3CCC(C(=O)N4CCN(c5ccc(OC)cc5)CC4)CC3)sc2n1 | 98 | 3 | 2 | 1 | 0.8 | -4 | 1.2 | -2 | -9 | -4
O=c1ccn(Cc2ccccc2)cc1 | 98 | 6 | -1 | 2 | -2.5 | -5 | 0.3 | -13 | -6 | -3
COc1cc(NC(=O)CN(C)CCOc2ccccc2)c(C)cc1[N+](=O)[O-] | 96 | -8 | -3 | 2 | -0.4 | -1 | 0.0 | -4 | -12 | 8
CCc1ccc2c(c1)NC(=O)C2(C)Cc1cccc(F)c1 (centres undefined) | 95 | -4 | 3 | -2 | 0.9 | -8 | 0.1 | -9 | x | -4
CCOc1ccc2oc(C(=O)N(C)CCc3ccc(OC)c(OC)c3)c(C)c2c1 | 92 | -7 | -1 | 0 | 0.5 | -1 | 0.7 | -4 | -3 | 0
CC(=O)c1cccc(NC(=O)Nc2ccc(C(=O)N3CCOCC3)cc2)c1 | 102 | -8 | -3 | -5 | -0.5 | -4 | -0.2 | x | -1 | -3
CCCc1[nH]n(-c2ccc(F)cc2)c(=O)c1C=NCC1CCCO1 (centres undefined) | 98 | 7 | 3 | 1 | -1.3 | -9 | -0.1 | -6 | 6 | 0
CCOc1ccc(-c2[nH]nc3c2C(c2cccnc2)C(C#N)=C(N)O3)cc1 (centres undefined) | 102 | 4 | -3 | 0 | -2.3 | 17 | -0.1 | -5 | -14 | 8
Cc1cc(OCCn2cncn2)ccc1[N+](=O)[O-] | 100 | 3 | u | -2 | -0.2 | -2 | -0.1 | u | 22 | 9
COc1cc(C#CC#CCN2CCCCC2)ccc1O | 102 | 0 | 2 | -2 | -0.7 | -5 | 0.4 | -5 | -5 | 11
On1c(-c2ccccc2Cl)nc2ccccc21 | 96 | 2 | 0 | 1 | 0.6 | -3 | 0.2 | -5 | -5 | 5
COC(=O)Cc1coc2cc(OC)ccc12 | 90 | -1 | -1 | 2 | -1.0 | 10 | -0.2 | -10 | -2 | -6
O=C(NC(c1ccc(Cl)cc1)c1cnccn1)C1CCN(Cc2ccc(Cl)cc2)CC1 (centres undefined) | 95 | -6 | -5 | -2 | -2.5 | 2 | 0.1 | -7 | 26 | -29
CCN1CCN(c2ccc(S(=O)(=O)N3CCCCC3)cc2NC(=O)c2sccc2C)CC1 | 97 | -10 | 2 | -2 | -0.3 | 11 | -0.3 | -4 | 6 | 1
O=S(=O)(Cc1cc(Sc2ccc(Cl)cc2)nc(-c2ccccc2)n1)c1ccccc1 | 97 | 0 | -3 | -5 | -2.1 | -7 | 0.2 | x | 2 | -10
O=C(c1ccco1)N1CCN(C(=O)c2cc(-c3ccccn3)nc3ccc(Cl)cc23)CC1 | 98 | 5 | 0 | -1 | 3.6 | 8 | -0.3 | 0 | -6 | 3
Cc1ccccc1Nc1c(-c2ccncc2)nc2ccc(Br)cn12 | 101 | 2 | 9 | 0 | -1.0 | 7 | 2.0 | -3 | -4 | -5
CCNc1nc(NCC)n2c(SCC(=O)Nc3ccc(F)cc3[N+](=O)[O-])nnc2n1 | 94 | 0 | 6 | 1 | 0.2 | 1 | -0.1 | 5 | 15 | 6
COc1ccccc1-n1c(CNC(=O)c2ccco2)nnc1SCC(=O)Nc1nccs1 | 104 | 8 | 1 | 1 | 3.7 | -1 | 0.6 | -6 | -8 | x
O=C(NCc1cccc(C(F)(F)F)c1)N1CCN(C(=O)c2ccccc2)CC1 | 104 | -1 | -5 | 2 | -0.4 | -5 | 0.2 | -7 | -3 | 2
O=C(c1ccccc1)N(C(=O)c1ccccc1)N1CCCC1 | 95 | 2 | -2 | 0 | 1.7 | 3 | 0.2 | -9 | 0 | 2
